Screens: PubChem, Fisher Drug Discovery Resource Center
NPYLR7 ag: mosquito NPYLR7 agonism; HEK293T NPYLR7/Galpha15, GCaMP6s calcium fluorescence; activation, % at 10 µM; 270,000 tested, 0.15% active; AID 1259423; in the data active = activation above about 40%;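 note: 0% = vehicle and 100% = reference agonist at the receptor; some compounds past the cut are filed as inactive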
hcGAS lum: human cGAS inhibition; Q8N884; recombinant h-cGAS, ATP depletion, Kinase-Glo luminescence; inhibition, % at 12.5 µM; 290,000 tested, 0.081% active; AID 1259398;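 note: 0% = vehicle reaction and 100% = reaction without DNA for no activity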
Target sequence (Q8N884 whole entry, looked up): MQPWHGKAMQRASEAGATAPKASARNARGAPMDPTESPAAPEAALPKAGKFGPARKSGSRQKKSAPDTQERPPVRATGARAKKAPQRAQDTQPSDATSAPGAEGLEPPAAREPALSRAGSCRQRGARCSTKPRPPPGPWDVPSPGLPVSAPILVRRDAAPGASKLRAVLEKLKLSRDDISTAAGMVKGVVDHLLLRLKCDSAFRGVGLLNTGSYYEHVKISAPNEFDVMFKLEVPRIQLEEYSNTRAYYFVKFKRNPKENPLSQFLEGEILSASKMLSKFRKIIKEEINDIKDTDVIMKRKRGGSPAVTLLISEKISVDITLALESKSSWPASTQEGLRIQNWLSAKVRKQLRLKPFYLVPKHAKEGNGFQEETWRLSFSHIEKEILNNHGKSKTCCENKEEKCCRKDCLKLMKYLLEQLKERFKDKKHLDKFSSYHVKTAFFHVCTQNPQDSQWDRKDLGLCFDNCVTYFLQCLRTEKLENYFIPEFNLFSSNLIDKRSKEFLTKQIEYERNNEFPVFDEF
mcGAS inh: blocks mouse cGAS activity; inhibition, % at 12.5 µM; Q8C6L5; recombinant cGAS, Kinase-Glo ATP depletion luminescence; 160,000 tested, 0.15% active; AID 1259399;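 note: 0% = negative control wells and 100% = reference inhibitor with no enzyme activity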
The depositor's hits bear a star; . = not tested or not shown; & = joins results of further samples. Cut-off read from the data, not from the text of the source, unless noted: active = inhibition above about 40%; inactive = the rest. The order is random; any-hit rate near 0.29%.

Values in the order: NPYLR7 ag | hcGAS lum | mcGAS inh
1: O=C(NCc1ccc(Cl)cc1)c1cc2ccccc2oc1=O
    -1 | 0 | -6
2: OCc1cc(F)cc(CO)c1O
    0 | 5 | 5
3: CCOc1ccc(-c2ccccc2NC(=O)COC)cc1
    0 | -7 | -19
4: CCCN(CC1CC1)S(=O)(=O)NCc1cccs1
    14 | -13 | .
5: CCc1nnc(CN(CC)C(=O)c2cnn3c2CCCC3)o1
    3 | -4 | -13
6: O=C(NCC(F)(F)F)c1ccccc1C(=O)c1ccc(Cl)cc1
    -2 | -7 | -16
7: O=c1c2c3c(sc2[nH]c(=S)n1C1CCCC1)CCC3
    -5 | 7 | .
8: CC1(Cc2cccc(C(F)(F)F)c2)C(=O)Nc2cc(Cl)ccc21 (stereo unspecified)
    4 | -2 | .
9: CC1CC2CCCCC2N1C(=O)NCc1cccnc1 (stereo unspecified)
    2 | -9 | -18
10: COC(=O)Cn1c(=O)c2c(nc3n2CC(C)CN3C2CCCCC2)n(C)c1=O (stereo unspecified)
    -1 | -12 | .
11: Cc1ccc(C2CC(C(F)(F)F)n3ncc(C(=O)NCCCn4ccnc4)c3N2)cc1 (stereo unspecified)
    -9 | 1 | 1
12: CCc1ccccc1NC(=O)C(C)N1C(=O)c2ccccc2S1(=O)=O (stereo unspecified)
    8 | -4 | .
13: O=C(N=C1N=C2C=CC=CN2Cc2ccccc21)c1cc(F)c(F)c(F)c1F
    -1 | -2 | .
14: CCOC(=O)C1CCN(C(=O)CCN(Cc2ccco2)c2nc(Cc3ccc(F)cc3)ns2)CC1
    . | -4 | -3
15: Cc1nc2ccccc2c(=O)n1C(C)C(=O)N1CCN(c2ncccn2)CC1 (stereo unspecified)
    -4 | 0 | .
16: CC1CC(C)CN(Cc2csc(NC(=O)CNC(=O)c3ccccc3Cl)n2)C1 (stereo unspecified)
    -1 | -1 | .
17: CC(/C=C1\N=C(c2ccccc2Br)OC1=O)=C\c1ccccc1
    1 | 0 | .
18: Cc1n[nH]c(C)c1S(=O)(=O)Nc1ccc(-n2ccnc2C)c(F)c1
    10 | -5 | .
19: Cc1nc(CNS(=O)(=O)c2c(C)c(C)c(C)c(C)c2C)cs1
    -3 | -6 | -8
20: CCOC(=O)C1(C)CCCCN1C(=O)c1ccc(F)c(Cl)c1 (stereo unspecified)
    -1 | -15 | .
21: O=C(CN1C(=O)c2ccc([N+](=O)[O-])cc2C1=O)Nc1ccc2ccccc2c1
    -7 | -8 | -5
22: CCC(C)n1nc(C)c2[nH]c(-c3c(C)cc(OC)c(OC)c3OC)nc21 (stereo unspecified)
    21 | -9 | .
23: CCc1cccc2c(C(CC(=O)N3CCN(C/C=C/c4ccccc4)CC3)c3cccc4c3OCO4)c[nH]c12 (stereo unspecified)
    . | -5 | -6
24: O=C(O)c1cc2n(n1)CCN(Cc1ccc(Cl)c(Cl)c1)C2=O
    -10 | 4 | .
25: CN(C)S(=O)(=O)N1CCC(Oc2cccc(C(=O)N3CCCCCC3)c2)CC1
    4 | -7 | -3
26: OC1C(O)[C@H](Nc2ccc(Br)cc2)OC[C@H]1O (stereo partly specified)
    17 | -8 | -2
27: CN(C)c1ccc(N2C(=O)CC(Sc3ncccc3C(=O)O)C2=O)cc1 (stereo unspecified)
    -6 | -4 | -6
28: C=C(C)COc1ccc(-c2ncncc2-c2ccc(OC)c(OC)c2)c(O)c1
    -2 | -3 | -8
29: CCOCCCn1c(SCc2cc(Cl)ccc2Cl)nc2cc(C(=O)OCC)ccc21
    1 | -7 | -6
30: COc1ccc(C2C(C#N)C(=N)SC(=N)C2C#N)c(OC)c1OC (stereo unspecified)
    4 | 3 | .
31: CCN(CC)CCNC(=O)c1cc2ccccc2nc1Cl
    6 | -8 | .
32: CC(C)=CCC/C(C)=C/C(=O)N1CCC(n2c(=O)[nH]c3ccccc32)CC1
    -9 | -4 | -3
33: C=C(C)Cn1c(CCNC(=O)Cc2ccccc2)nc2ccccc21
    3 | -1 | .
34: CC(=O)N1CCCC1C1CCCN1CC(=O)NCCC#N (stereo unspecified)
    5 | -7 | .
35: CCc1ncc(CNCC(=O)OC)s1
    21 | -12 | .
36: CCSc1nc(CC(=O)NCC2CCS(=O)(=O)C2)cs1 (stereo unspecified)
    -8 | 2 | .
37: Cc1cc(N2[C@@H]3CC[C@H]2CC(O)C3)nc(N2CCOCC2)n1 (stereo partly specified)
    -4 | -9 | -12
38: NC(=O)CSc1nnc2ccc(-c3cccs3)nn12
    -14 | -4 | -7
39: Cc1nc2c(Cl)cccc2n1OCC(=O)NCCc1ccccc1
    -3 | 4 | .
40: CC(=O)Nc1ccc(C(F)(F)F)cc1NC(=O)c1ccc(NC2CC2)nc1
    9 | -7 | .
41: CS(=O)(=O)c1ccc(NS(=O)(=O)c2ccc(Br)cc2Cl)cc1
    -3 | -6 | -6
42: CC(C)n1c(Br)nc2c1c(=O)n(C)c(=O)n2C
    0 | -6 | .
43: Cc1cc(NC(=O)Cc2cccs2)n(-c2nc(-c3ccc(Cl)cc3)cs2)n1
    -8 | -7 | -10
44: CC(=O)Nc1cccc2c1CCN(C(=O)NCCOc1ccc(F)cc1)C2
    -6 | -4 | -11
45: C=C(C)Cn1c(=O)c2c(nc3n2CC(C)=NN3CCc2ccccc2)n(C)c1=O
    2 | 2 | -1
46: COc1ccc2nc(N(CCCN3CCOCC3)C(=O)c3cc(C)n(C)n3)sc2c1
    4 | -3 | -5
47: COc1ccccc1CC(=O)N1CCOC(COCc2ccccc2F)C1 (stereo unspecified)
    26 | -6 | -8
48: COc1cc(CN2CCCn3cccc3C2c2ccc(Cl)cc2)cc(OC)c1 (stereo unspecified)
    -2 | -6 | -4
49: O=C(NC1(CN2CCOCC2)CCCCC1)C(=O)c1ccco1
    3 | -1 | .
50: CC(C)CCNC(=O)NC(=O)CSc1nc(N)cc(=O)[nH]1
    3 | 1 | .
51: CS(=O)(=O)N1CCC(C(=O)Nc2ccccc2SCc2ccsc2)CC1
    1 | -12 | .
52: Cc1cc(C)c(NC(=O)CSc2nc3c([nH]c4ccccc43)c(=O)n2C)c(C)c1
    1 | -8 | -7
53: O=C(CSc1nnc(CNC(=O)c2ccco2)n1-c1ccc(F)cc1)Nc1ccccc1C(F)(F)F
    -6 | -1 | .
54: CCC(C)(C)OCC(O)CN1C(C)(C)CCCC1(C)C (stereo unspecified)
    0 | -7 | -7
55: O=C(c1ccc(Cl)cc1)N1N=C2CCCCCC2C1(O)C(F)(F)F (stereo unspecified)
    -3 | -5 | -6
56: Cc1cc(=S)n2c([nH]c3ccccc32)c1C#N
    -8 | 41* | .
57: FC(F)(F)Oc1cccc(Cn2cnnc2)c1
    -2 | -3 | .
58: COCCNC(=O)c1c(C)noc1-c1ccc2c(c1)OCO2
    -2 | -3 | -4
59: CCN1CCN(C(=O)C2CCC(CNc3c(N4CCC(C)CC4)c(=O)c3=O)CC2)CC1 (stereo unspecified)
    7 | -8 | -5
60: CC(C)c1ccc(C#N)c(SC2CC(=O)N(c3ccc(Br)cc3)C2=O)n1 (stereo unspecified)
    -2 | -3 | -7

(more compounds)
Values in the order: NPYLR7 ag | hcGAS lum | mcGAS inh
61: Cn1cc(Br)c(C(=O)O)n1
    -2 | -6 | .
62: CN(c1ccc(Br)cn1)S(=O)(=O)c1ccc(Cl)c(C(F)(F)F)c1
    1 | -3 | -9
63: CCc1nc2ccc(C(=O)N(CC)CCN(C)C)cn2c1N(CC)CCOC
    -7 | 1 | 0
64: O=C(NCCc1ccccc1)C1CCN(C2CCN(CC3CC=CCC3)CC2)CC1 (stereo unspecified)
    8 | -4 | -9
65: O=C(Nc1ccc(-n2cncn2)cc1)C1CC2CCC1C2 (stereo unspecified)
    6 | 0 | .
66: COCCN(Cc1csc(COc2cc(C)cc(C)c2)n1)C(=O)c1ccccc1F
    -3 | -3 | -2
67: Cc1ccc(OCC2c3ccsc3CCN2C(=O)CN(CC2CCCO2)C(=O)Cc2ccccc2)c(C)c1 (stereo unspecified)
    -1 | 0 | -3
68: Cc1ccn2c(NC(C)(C)CC(C)(C)C)c(-c3cccc(OC(=O)c4ccc(Cl)cc4Cl)c3)nc2c1
    . | 2 | -3
69: COc1cc(C=NN=Cc2cc(OC)c(O)c(OC)c2)cc(OC)c1O
    -4 | -3 | .
70: COc1ccc(CN(C)C(=O)CN2CCN(CCO)CC2)cc1
    2 | -4 | .
71: Cc1ccc(S(=O)(=O)Nc2ccc(Nc3ccc(-n4cccn4)nn3)cc2)c(C)c1
    -5 | -4 | -11
72: CCN(CC)c1ccc(C(=O)NCC2CCN(C)C2)cc1 (stereo unspecified)
    2 | -3 | -19
73: Cc1ccsc1/C=C/c1n[nH]c(=O)c2ccccc12
    -20 | -9 | .
74: CC(C)N(Cc1ccccc1)C(=O)CSc1nc2cc(Cl)ccc2c(=O)n1CC1CCCO1 (stereo unspecified)
    -1 | -8 | -7
75: CCOc1coc(C(=O)Nc2cccc(C)c2C)cc1=O
    13 | -8 | .
76: CCOC(=O)N1CCC(N2[C@@H]3CC[C@H]2CNC(=O)C3)CC1
    . | -4 | -9
77: COc1cccc(C(CN2CCN(C(=O)Nc3ccc(F)cc3)CC2)OCc2ccc(C)cc2)c1 (stereo unspecified)
    . | -10 | -6
78: Cc1cc(NC2CCCC(C(F)(F)F)C2)n2ncnc2n1 (stereo unspecified)
    -5&-2 | -1&-5 | -8
79: CNC(=O)NC(=O)C(OC(=O)CNC(=O)c1ccc(Oc2ccccc2)cc1)c1ccccc1 (stereo unspecified)
    -1 | -1 | .
80: Cc1ccccc1C(=O)N1CCN(c2cc(Oc3ccc(F)cc3Cl)ncn2)CC1
    8 | -4 | -4
81: CCCC(C)CN1CCC(n2cc(C3CC3)nn2)CC1 (stereo unspecified)
    0 | -4 | .
82: CCN(CC)S(=O)(=O)c1ccc(OC)c(N2CCN(C(=O)CCC(=O)OC)CC2)c1
    3 | -7 | -6
83: CCn1ccnc1CN1CCCC(C(=O)Nc2ccccc2-c2ccc(OC)cc2)C1 (stereo unspecified)
    -11 | 2 | .
84: CCCCNc1oc(-c2ccc(COc3ccc(Cl)cc3)o2)nc1C#N
    4 | -9 | -11
85: COc1ccc(N(Cc2ccc(C(C)C)cc2)S(=O)(=O)c2ccc(NC(C)=O)cc2)cc1OC
    . | -5 | -5
86: CCc1cccc2c(C(CC(=O)NCCc3ccccc3)c3ccc(C)cc3)c[nH]c12 (stereo unspecified)
    26 | -9 | -7
87: CC(C)c1ccc(C2SCCN2C(=O)Nc2cccc(Cl)c2)cc1 (stereo unspecified)
    17 | -12 | -6
88: COCCn1c(SCC(=O)Nc2ccc(F)cc2)nc2c([nH]c3ccccc32)c1=O
    -4 | -1 | 0
89: Cc1[nH]cnc1CSCCNC(=O)[C@@]12CNC[C@@H]1CN(C)C2
    -4 | -4 | .
90: c1nc(N2CCOCC2)cc(N2CCC3(CCOCC3)CC2)n1
    . | -1 | -10

Molecules shown so far with a furan ring, fused or not, in the order listed:
Values in the order: NPYLR7 ag | hcGAS lum | mcGAS inh
14: CCOC(=O)C1CCN(C(=O)CCN(Cc2ccco2)c2nc(Cc3ccc(F)cc3)ns2)CC1
    . | -4 | -3
49: O=C(NC1(CN2CCOCC2)CCCCC1)C(=O)c1ccco1
    3 | -1 | .
53: O=C(CSc1nnc(CNC(=O)c2ccco2)n1-c1ccc(F)cc1)Nc1ccccc1C(F)(F)F
    -6 | -1 | .
84: CCCCNc1oc(-c2ccc(COc3ccc(Cl)cc3)o2)nc1C#N
    4 | -9 | -11

(list continues)
Values in the order: NPYLR7 ag | hcGAS lum | mcGAS inh
91: CSC1CCC(NC(=O)N2CCC(CO)CC2)C1 (stereo unspecified)
    1 | 6 | .
92: O=C(Nc1ccc(-c2nc3ccccc3o2)cc1)C1CCCN1C(=O)C1CC1 (stereo unspecified)
    7 | -9 | .
93: CC(C)(C)NC(=O)CC1(C(=O)O)CCCC1
    -2 | 3 | .
94: CCCCCCc1cc2cc(-c3nnc(-c4ccc([N+](=O)[O-])cc4)o3)c(=O)oc2cc1OC(C)=O
    -6 | 4 | .
95: Cc1c(C(=O)NCc2cccc([N+](=O)[O-])c2)sc(=O)n1Cc1ccc(C(F)(F)F)o1
    10 | -8 | .
96: COCCNC(=O)c1ccccc1N1CCC(NC(=O)Nc2ccccc2)CC1
    21 | -10 | -6
97: CC(C)c1ccc(S(=O)(=O)N2CCC(CCc3ccccc3)CC2)cc1
    18 | -4 | -6
98: BrC(/C=N\n1cnnc1)=C\c1ccccc1
    24 | -5 | .

Gathered by group: those above containing a CF3 group (10)
Values in the order: NPYLR7 ag | hcGAS lum | mcGAS inh
6: O=C(NCC(F)(F)F)c1ccccc1C(=O)c1ccc(Cl)cc1
    -2 | -7 | -16
8: CC1(Cc2cccc(C(F)(F)F)c2)C(=O)Nc2cc(Cl)ccc21 (stereo unspecified)
    4 | -2 | .
11: Cc1ccc(C2CC(C(F)(F)F)n3ncc(C(=O)NCCCn4ccnc4)c3N2)cc1 (stereo unspecified)
    -9 | 1 | 1
40: CC(=O)Nc1ccc(C(F)(F)F)cc1NC(=O)c1ccc(NC2CC2)nc1
    9 | -7 | .
53: O=C(CSc1nnc(CNC(=O)c2ccco2)n1-c1ccc(F)cc1)Nc1ccccc1C(F)(F)F
    -6 | -1 | .
55: O=C(c1ccc(Cl)cc1)N1N=C2CCCCCC2C1(O)C(F)(F)F (stereo unspecified)
    -3 | -5 | -6
57: FC(F)(F)Oc1cccc(Cn2cnnc2)c1
    -2 | -3 | .
62: CN(c1ccc(Br)cn1)S(=O)(=O)c1ccc(Cl)c(C(F)(F)F)c1
    1 | -3 | -9
78: Cc1cc(NC2CCCC(C(F)(F)F)C2)n2ncnc2n1 (stereo unspecified)
    -5&-2 | -1&-5 | -8
95: Cc1c(C(=O)NCc2cccc([N+](=O)[O-])c2)sc(=O)n1Cc1ccc(C(F)(F)F)o1
    10 | -8 | .
